Nrf2 activator – qHTS of Nrf2 Activators | AREc32 ARE-luciferase reporter (MCF7-derived line), luminescence, 24 h | Potency, µM (top dose mostly 46.1 µM), for the others: top-dose activation, actives largely listed as activators | actives 0.31% (n = 410,000) | AID 624171, 2012; note: potency is the fitted concentration of half-maximal effect; % of control where 0% means no effect; nearly all actives have a fitted effect of over 65% in size
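Luminescent ARE reporter assay in AREc32_Fluc cells: overnight plating at 37 deg C, 24 hr compound incubation, Steady-Glo added, 30 min RT before reading.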
Akt phos inh – HTS Assay for Inhibitors of Akt Phophorylation: Primary Screen; Neuro2A IGF-stimulated pAkt S473 HTRF, 20 min; active compounds read low; activity change, % for hits at 50 µM; actives 0.32% (n = 360,000); AID 651550, 2012; in the data active = activity change below about -80%; inconclusive = mostly about -51% to -80%; note: % is set by controls: 0 for no effect and ±100 for the full control effect
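Single-point screen (50 µM final compound) in Neuro2A cells stimulated 20 min with 6 nM IGF at 37 deg C. After lysis, Ser473-phosphorylated Akt read by HTRF (ex 330 nm, em 615/665 nm) as the 665/615 ratio.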
EPAC2 antagonist – qHTS for Antagonist of cAMP-regulated guanine nucleotide exchange factor 2 (EPAC2): primary screen | Rap guanine nucleotide exchange factor 4 (Homo sapiens), Q8WZA2 | EPAC2 GEF exchange of Rap1B-BODIPY-GDP, fluorescence | Potency, µM (highest dose often 114 µM), without a hit: at the highest dose activity, negative = inhibition, hits mostly inhibitors | actives 0.18% (n = 360,000); note: potency is the fitted concentration of half-maximal effect; % is set by controls: 0 for no effect and ±100 for the full control effect; nearly all actives have a fitted effect of over 45% in size; many of its hits are not listed in these tables
Target sequence (Q8WZA2 whole entry, looked up): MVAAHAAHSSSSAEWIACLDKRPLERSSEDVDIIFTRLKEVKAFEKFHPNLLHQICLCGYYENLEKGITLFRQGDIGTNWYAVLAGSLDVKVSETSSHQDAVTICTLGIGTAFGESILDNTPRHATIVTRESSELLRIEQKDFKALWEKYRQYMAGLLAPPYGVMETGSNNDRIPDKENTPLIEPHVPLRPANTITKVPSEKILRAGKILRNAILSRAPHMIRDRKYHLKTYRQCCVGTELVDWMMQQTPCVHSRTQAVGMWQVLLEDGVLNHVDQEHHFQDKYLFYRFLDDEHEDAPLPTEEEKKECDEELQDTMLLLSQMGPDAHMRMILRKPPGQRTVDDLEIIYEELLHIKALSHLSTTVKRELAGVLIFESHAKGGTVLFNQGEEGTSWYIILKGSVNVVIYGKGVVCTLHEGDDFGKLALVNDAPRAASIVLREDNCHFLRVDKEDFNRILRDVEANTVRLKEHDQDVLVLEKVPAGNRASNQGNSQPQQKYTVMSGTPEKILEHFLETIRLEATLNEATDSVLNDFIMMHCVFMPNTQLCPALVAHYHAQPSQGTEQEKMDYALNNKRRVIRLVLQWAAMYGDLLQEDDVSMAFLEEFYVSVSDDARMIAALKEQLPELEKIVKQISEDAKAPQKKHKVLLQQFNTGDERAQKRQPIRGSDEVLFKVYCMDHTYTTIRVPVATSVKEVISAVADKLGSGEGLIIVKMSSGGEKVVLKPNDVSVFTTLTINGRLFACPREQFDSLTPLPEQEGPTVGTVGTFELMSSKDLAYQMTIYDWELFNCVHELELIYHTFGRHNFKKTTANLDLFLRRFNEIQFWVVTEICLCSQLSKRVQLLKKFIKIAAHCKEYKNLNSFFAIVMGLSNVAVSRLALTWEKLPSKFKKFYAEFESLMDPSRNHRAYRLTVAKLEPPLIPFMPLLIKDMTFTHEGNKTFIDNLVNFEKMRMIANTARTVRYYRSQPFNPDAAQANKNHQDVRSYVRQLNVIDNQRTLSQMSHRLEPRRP
MmCpn inh – Inhibitors of TCP-1 ring complex (TRiC) of Methanococcus maripaludis (MmCpn): qHTS; AID 504842, 2011; Potency, µM (titrated, usually from 76.9 µM), inactives show top-dose activity, negative = inhibition, most hits filed as inhibitors; actives 0.031% (n = 330,000); purified Mm-Cpn ATPase, ADP Transcreener TR-FRET; note: potency is the fitted concentration of half-maximal effect; % is set by controls: 0 for no effect and ±100 for the full control effect; nearly all actives have a fitted effect of over 80% in size
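TR-FRET (320 nm excitation; 590 and 665 nm emission) reports ADP made from 10 uM ATP by 25 nM enzyme; compounds were preincubated 10 min, reaction run 30 min, both at 37°C.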
TGFb inhibitor – qHTS for Inhibitors of TGF-b | HepG2 CAGA-GFP TGF-b/SMAD3 reporter, GFP fluorescence, 18 h; TGF-beta stimulated, 500 pg/mL final | Potency, µM (top dose mostly 46.1 µM), for the others: at the highest dose activity, negative = inhibition, hits mostly inhibitors | actives 1.2% (n = 410,000) | AID 588855, 2011; note: potency is the fitted concentration of half-maximal effect; % is set by controls: 0 for no effect and ±100 for the full control effect; nearly all actives have a fitted effect of over 65% in size
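Cell-based qHTS in HEPG2 carrying a CAGA-GFP Smad reporter; compounds added before 500 pg/mL final TGF-beta, 18 h incubation at 37 degrees C, GFP fluorescence quantified per cell by imaging cytometry.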
A549 viability – Nrf2 qHTS screen for inhibitors: counterscreen for cytotoxicity. A549 ARE-Fluc cells, CellTiter-Fluor viability, 18-24 h. Potency, µM (titrated, usually from 46 µM), for inactives: top-dose activity change, negative = cytotoxicity, usual class: inhibitors. actives 0.16% (n = 390,000). AID 504648, 2011; note: potency is the fitted concentration of half-maximal effect; % is set by controls: 0 for no effect and ±100 for the full control effect
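Cytotoxicity counterscreen: CellTiter-Fluor fluorescence was measured in A549 ARE_Fluc cells after 18-24 h of compound exposure in a concentration series. The subsequent BugLite luminescent read reports ARE-luciferase activity.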
CCT chaperon mod – High-Throughput Screening for Modulators of Cytosolic Chaperonin Activity. AID 651819, 2012. activity change, % (test concentration not listed), hits read low. purified chaperonin ATPase assay, HTRF ADP detection, 30 min. actives 0.3% (n = 360,000); in the data active = activity change below about -30%; note: % is set by controls: 0 for no effect and ±100 for the full control effect
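We incubate TRiC, 40 or 20 nM final, with library compounds at 76 uM and 10 uM ATP for 30 min at 37 °C. ADP formed is detected with Transcreener HTRF reagents after 30 min at room temperature.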
EPAC2 agonist – qHTS for Agonist of cAMP-regulated guanine nucleotide exchange factor 4 (EPAC2): primary screen; Rap guanine nucleotide exchange factor 4 (Homo sapiens), Q8WZA2; EPAC2 activation, biochemical qHTS; response scale: 100% = 6.5 mM cAMP response; Potency, µM (highest dose often 154 µM), without a hit: at the highest dose activation, actives largely listed as activators; actives 0.079% (n = 360,000); AID 720711, 2013; note: potency is the fitted concentration of half-maximal effect; nearly all actives have a fitted effect of over 50% in size
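Guanine nucleotide exchange by EPAC2 is measured as reduced fluorescence of BODIPY-GDP once it is released from 250 nM Rap1B. Plates are read kinetically for 30 min at room temperature; results are scaled to 6.5 mM cAMP.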
Nrf2 block – Nrf2 qHTS screen for inhibitors; A549 ARE-Fluc reporter, luciferase luminescence, 18-24 h; Potency, µM (doses to about 46 µM), inactives show top-dose activity change, negative = inhibition, usual class: inhibitors; actives 2.1% (n = 360,000); AID 504444, 2011; note: potency is the fitted concentration of half-maximal effect; % is set by controls: 0 for no effect and ±100 for the full control effect; nearly all actives have a fitted effect of over 60% in size
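Quantitative HTS in A549 cells stably bearing an antioxidant response element-firefly luciferase construct. Inhibition of Nrf2-driven transcription was scored by luminescence after 18-24 h of compound exposure at 37 °C.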
An asterisk follows results filed as active; & = joins results of further samples; ! = repeats disagree. Unless noted, calls come from the whole dose curve; as a rule, active = well fitted curve in the direction sought with a large enough effect; inconclusive = small, poorly fitted or top-dose-only effect, or another doubt; inactive = no such curve, though single readings can be large; an effect the other way counts as inactive or inconclusive. This is a subset. The share of hits here may be higher or lower than overall.

`COc1ccc(C(=O)N2CCn3c(C)ccc3C2C)cc1` (configuration not stated) gave Nrf2 activator -0.4%, Akt phos inh inactive, EPAC2 antagonist -1.8%, MmCpn inh -0.8%, TGFb inhibitor inconclusive, A549 viability -0.9%, CCT chaperon mod 0.9, EPAC2 agonist 3.3% and Nrf2 block 1.0%.
For CC[C@]12c3[nH]c4ccc(OC)cc4c3CCN1C(=O)C(CC(=O)NCC13CC4CC(CC(C4)C1)C3)C[C@@H]2C(=O)N1CCN(C(=O)c2ccco2)CC1 (some centres not stated) the results were Nrf2 activator 4.3%, Akt phos inh inactive, EPAC2 antagonist -7.1%, MmCpn inh 1.8%, TGFb inhibitor inconclusive, A549 viability -12.6%, CCT chaperon mod -0.9, EPAC2 agonist 12.0% and Nrf2 block inconclusive.
Screening COc1ccc(CNC(=O)c2ccc(Cn3nc(C)cc3C)o2)cc1 returned Nrf2 activator -0.4%, Akt phos inh inactive, EPAC2 antagonist -3.6%, MmCpn inh 1.4%, TGFb inhibitor 11.4%, A549 viability 1.3%, CCT chaperon mod -0.3, EPAC2 agonist 3.2% and Nrf2 block 3.8%.
For Cc1c(Cc2ccccc2)c(=O)oc2cc(OC(=O)c3ccccc3)ccc12 the results were Nrf2 activator 0.4%, Akt phos inh inactive, EPAC2 antagonist -3.8%, MmCpn inh -1.9%, TGFb inhibitor -24.3%, A549 viability 5.8%, CCT chaperon mod -0.5, EPAC2 agonist 16.6% and Nrf2 block -1.0%.
Screening Cc1nc(SCC(=O)NC2CCCCC2C)c(C#N)c(C)c1C (configuration not stated) returned Nrf2 activator -0.1%, Akt phos inh inactive, EPAC2 antagonist -2.0%, MmCpn inh 1.4%, TGFb inhibitor -16.2%, A549 viability 0.3%, CCT chaperon mod -4.8, EPAC2 agonist -7.1% and Nrf2 block 16.3%.
COc1ccc(Nc2nnc(-c3ccc(C)c(S(=O)(=O)NCCO)c3)c3ccccc23)cc1C(N)=O was read as Nrf2 activator -1.0%, TGFb inhibitor 13.7%, A549 viability -5.0% and Nrf2 block -9.2%.
O=C(CSc1nnc(Cc2cccs2)n1-c1ccc(Cl)cc1)NCc1ccc2c(c1)OCO2 was read as Nrf2 activator -0.4%, Akt phos inh inactive, EPAC2 antagonist -1.0%, MmCpn inh -0.1%, TGFb inhibitor -5.8%, A549 viability 1.0%, CCT chaperon mod -1.6, EPAC2 agonist 9.8% and Nrf2 block 8.3%.
For CCN(CC)C(=O)CSc1nnc([C@H](CCSC)NC(=O)OC(C)(C)C)o1 the results were Nrf2 activator 1.3%, Akt phos inh inactive, EPAC2 antagonist 3.2%, MmCpn inh 1.0%, TGFb inhibitor -4.1%, A549 viability 10.7%, CCT chaperon mod -5.8, EPAC2 agonist 14.7% and Nrf2 block 26.0%.
COc1ccc(C(=O)NC2(C(F)(F)F)NC(=O)N(CCCc3ccccc3)C2=O)cc1OC (configuration not stated) was read as Nrf2 activator 3.8%, Akt phos inh inactive, EPAC2 antagonist -29.1%, MmCpn inh -1.8%, TGFb inhibitor inconclusive, A549 viability -5.3%, CCT chaperon mod -1.5, EPAC2 agonist -2.4% and Nrf2 block inconclusive.
COc1ccc(OC)c(C2=NS(=O)(=O)N(C)C(C(=O)Nc3ccc(F)cc3F)=C2)c1 was read as Nrf2 activator 0.4%&6.6%, Akt phos inh inactive, EPAC2 antagonist -3.1%, MmCpn inh 0.8%, TGFb inhibitor inconclusive, A549 viability inconclusive, CCT chaperon mod -1.4, EPAC2 agonist 7.2% and Nrf2 block 14.6µM*!.
Cn1c(SCC(=O)C(C)(C)C)nnc1-c1ccc(F)cc1 was read as Nrf2 activator 0.3%, Akt phos inh inactive, EPAC2 antagonist 2.0%, MmCpn inh -2.9%, TGFb inhibitor -1.2%, A549 viability 3.5%, CCT chaperon mod 0.3, EPAC2 agonist 16.2% and Nrf2 block inconclusive.
`Cc1ccc(NC(=O)C2Cc3ccccc3CN2C(=O)c2ccco2)cc1S(=O)(=O)N(C)C` (configuration not stated) gave Nrf2 activator 1.7%, Akt phos inh inactive, EPAC2 antagonist 3.0%, MmCpn inh 0.2%, TGFb inhibitor -18.9%, A549 viability -6.7%, CCT chaperon mod -0.8, EPAC2 agonist -0.2% and Nrf2 block 24.9%.
`O=P(/C(=N/O)Sc1ccccc1)(N1CCOCC1)N1CCOCC1` gave Nrf2 activator 2.2%, Akt phos inh inactive, EPAC2 antagonist -1.1%, MmCpn inh 0.5%, TGFb inhibitor 0.5%, A549 viability -2.4%, CCT chaperon mod 0.8, EPAC2 agonist 1.8% and Nrf2 block -2.6%.
For COc1ccc(Cc2nc(C(=O)Nc3ccccc3)cs2)cc1 the results were Nrf2 activator 5.1%, Akt phos inh inactive, EPAC2 antagonist -7.8%, MmCpn inh -2.7%, TGFb inhibitor 2.0%, A549 viability 1.7%, CCT chaperon mod -3.0, EPAC2 agonist 23.8% and Nrf2 block -28.2%.
Cc1cccc(/C=N/NC(=O)c2cc(C)nc3ccccc23)n1 was read as Nrf2 activator -0.6%, Akt phos inh inactive, EPAC2 antagonist 2.9%, MmCpn inh -1.2%, TGFb inhibitor 31.4%, A549 viability 0.8%, CCT chaperon mod -0.8, EPAC2 agonist 2.8% and Nrf2 block 8.7%.
CCOc1ccccc1CNC(=O)C1CCN(S(=O)(=O)N2CCC(C)CC2)CC1 was read as Nrf2 activator 0.1%, Akt phos inh inactive, EPAC2 antagonist -26.5%, TGFb inhibitor -5.4%, CCT chaperon mod -0.4 and EPAC2 agonist 10.4%.
Cc1ccc(S(=O)(=O)Oc2ccc(C3C4=C(CCCC4=O)N(CCC(=O)O)C4=C3C(=O)CCC4)cc2Cl)cc1 was read as Nrf2 activator 0.5%, Akt phos inh inactive, EPAC2 antagonist 15.4%, MmCpn inh 0.3%, TGFb inhibitor 9.8%, A549 viability 5.2%, CCT chaperon mod -0.3, EPAC2 agonist -2.5% and Nrf2 block 13.7%.
Screening O=C(O)CCCn1c(=O)[nH]c2ccccc2c1=O returned Nrf2 activator -0.3%, Akt phos inh inactive, EPAC2 antagonist 1.8%, MmCpn inh 0.9%, TGFb inhibitor 0.0%, A549 viability -11.0%, CCT chaperon mod -1.5, EPAC2 agonist 5.4% and Nrf2 block -3.4%.
CC(C)Cc1nnc(NC(=O)C2CC(=O)N(Cc3ccccc3)C2)s1 (configuration not stated) was read as Nrf2 activator 0.0%, Akt phos inh inactive, EPAC2 antagonist -0.2%, MmCpn inh 0.7%, TGFb inhibitor -4.0%, A549 viability 1.9%, CCT chaperon mod -1.4, EPAC2 agonist 11.9% and Nrf2 block -5.7%.
Screening O=C1C(c2ccnc3ccccc23)=C(O)c2ccccc21 returned Nrf2 activator inconclusive, Akt phos inh inactive, EPAC2 antagonist 17.2%, MmCpn inh -3.2%, TGFb inhibitor 2.2%, A549 viability -7.3%, CCT chaperon mod -2.5, EPAC2 agonist 3.1% and Nrf2 block inconclusive.
Screening Cc1ccc(C(=O)NCc2cccnc2)cc1S(=O)(=O)N1CCCCCC1 returned Nrf2 activator 0.1%, Akt phos inh inactive, EPAC2 antagonist -3.3%, MmCpn inh -1.8%, TGFb inhibitor -24.0%, A549 viability -4.3%, CCT chaperon mod 0.1, EPAC2 agonist -5.7% and Nrf2 block 8.2µM*.
Screening CC(=O)NS(=O)(=O)c1ccc(NC(=S)NC(=O)COc2ccccc2C)cc1 returned Nrf2 activator 0.2%, Akt phos inh inactive, EPAC2 antagonist -2.6%, MmCpn inh -0.7%, TGFb inhibitor -5.9%, A549 viability -10.1%, CCT chaperon mod 2.0, EPAC2 agonist 4.6% and Nrf2 block 1.6%.
`CCc1ccc(NC(=O)c2ccc(NC(=O)C3CCCO3)cc2)cc1` (configuration not stated) gave Nrf2 activator -0.5%, Akt phos inh inactive, EPAC2 antagonist -3.8%, MmCpn inh -2.0%, TGFb inhibitor -36.8%, A549 viability -3.6%, CCT chaperon mod 3.2, EPAC2 agonist -12.5% and Nrf2 block -20.8%.
`C#CCOCCOCCOCCNc1nc(N2CCN(C(=O)[C@H](Cc3ccc(O)cc3)n3cc([C@@H](N)C(C)CC)nn3)CC2)nc(N2CCN(C(=O)[C@H](Cc3cc4ccccc4[nH]3)n3cc([C@@H](N)CC(C)C)nn3)CC2)n1` (some centres not stated) gave Nrf2 activator -0.5%, Akt phos inh inactive, EPAC2 antagonist -16.5%, TGFb inhibitor inconclusive, A549 viability -13.6%, CCT chaperon mod -1.5, EPAC2 agonist 8.1% and Nrf2 block 8.2%.
`CC1=CC(C)(C)N=C(Nc2nc(C)c3cc(C)cc(C)c3n2)N1` gave Nrf2 activator -1.6%, Akt phos inh inactive, EPAC2 antagonist 4.2%, MmCpn inh -1.6%, TGFb inhibitor inconclusive, A549 viability -16.5%, CCT chaperon mod 2.1, EPAC2 agonist -1.5% and Nrf2 block -24.9%.
Screening CCO[C@@H]1OC(C(=O)N2CCN(Cc3ccc4c(c3)OCO4)CC2)=C[C@H](C2CCCCC2)[C@H]1CCCO returned Nrf2 activator 6.7%, Akt phos inh inactive, EPAC2 antagonist inconclusive, TGFb inhibitor inconclusive, A549 viability -6.3%, CCT chaperon mod -1.0, EPAC2 agonist 9.0% and Nrf2 block -25.4%.
